Xi reactivation = X-chromosome reactivation activator; XiGFP mouse fibroblasts, % GFP-positive cells imaging, 3 d; cells co-treated with 5-aza-dC sensitizer; scaled so ellipticine positive control = 100%; 360,000 tested, 0.055% active; activation, % at 7.58 µM;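 active means mean normalized replicate activation at least 10% and every replicate at or above 10%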;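 further: 0% = median of on-plate neutral control wells and 100% = ellipticine 6 µM median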
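Assay system: SV40-immortalized XiGFP fibroblast cells, line 68-5-11; buffer or medium: DMEM plus 5-aza-dC sensitizer; compound: one concentration, pinned; timing: compounds 3 days, fix/stain 15 min at room temperature; benchmarks: positive control ellipticine, 6 µM final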
RAD54 inh = inhibitors of human RAD54 branch migration; AID 602329; inhibition, % at 10.4 µM; RAD54 Holliday junction branch migration, FAM/BHQ fluorescence; Q92698; 360,000 tested, 0.14% active;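 active means mean normalized replicate activity at least 40 and at least half of replicates scoring 40 or more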;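 further: 0% = median of neutral control wells and 100% = median of positive control wells; inhibitors cause a drop in the FAM fluorescence signal; in these data hits start at about 50%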
Target sequence (Q92698 whole entry, looked up): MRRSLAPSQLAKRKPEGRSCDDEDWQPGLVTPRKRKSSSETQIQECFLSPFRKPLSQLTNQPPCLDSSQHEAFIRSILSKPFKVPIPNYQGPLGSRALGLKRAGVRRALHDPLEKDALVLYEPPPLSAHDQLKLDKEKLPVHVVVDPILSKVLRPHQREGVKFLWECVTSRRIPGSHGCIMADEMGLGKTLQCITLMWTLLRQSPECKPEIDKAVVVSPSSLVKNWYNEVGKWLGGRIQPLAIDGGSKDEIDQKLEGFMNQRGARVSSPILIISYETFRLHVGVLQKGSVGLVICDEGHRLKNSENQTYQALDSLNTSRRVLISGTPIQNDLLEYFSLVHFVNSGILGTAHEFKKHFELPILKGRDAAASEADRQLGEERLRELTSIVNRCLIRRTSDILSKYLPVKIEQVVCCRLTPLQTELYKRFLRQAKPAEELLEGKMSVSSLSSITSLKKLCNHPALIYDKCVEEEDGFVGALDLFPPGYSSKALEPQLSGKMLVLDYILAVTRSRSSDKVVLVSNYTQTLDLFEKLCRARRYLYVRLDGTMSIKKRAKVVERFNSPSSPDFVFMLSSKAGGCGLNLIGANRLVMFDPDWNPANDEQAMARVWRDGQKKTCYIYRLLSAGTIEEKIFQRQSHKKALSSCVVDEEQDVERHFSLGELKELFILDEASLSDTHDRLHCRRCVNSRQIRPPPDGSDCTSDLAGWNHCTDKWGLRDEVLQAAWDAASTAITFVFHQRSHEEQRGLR
esBAF inh = blocks esBAF chromatin remodeling in mouse ES cells. Bmi1-luciferase knock-in reporter, 24 h; 100% = twice the neutral-well signal. reporter increase, % at 12.5 µM. 350,000 tested, 2% active; in the data active means activation above about 40%;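 further: 0% = median of the plate's neutral control wells and 100% = double that signal; a rise in the Bmi1 reporter signal indicates esBAF inhibition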
S100A4 inh HTS = S100A4-myosin IIA interaction inhibition. P26447. S100A4/TAMRA-MyoIIA peptide fluorescence polarization. inhibition, % at 10.7 µM. 360,000 tested, 0.14% active. AID 652163;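 active means mean inhibition of at least 70% across replicates, with every replicate also reaching that level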
Target sequence (P26447 whole entry, looked up): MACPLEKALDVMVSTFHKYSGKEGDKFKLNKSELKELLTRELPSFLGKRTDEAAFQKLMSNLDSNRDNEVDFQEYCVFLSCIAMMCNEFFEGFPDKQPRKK
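Material: human S100A4 monomer with TAMRA-labelled myosin IIA peptide; buffer or medium: HEPES pH 7.2 with CaCl2, KCl, NaCl, DTT, Triton; compound dosing: one concentration per compound; schedule: 5 min incubation before reading; benchmarks: neutral control DMSO, positive control TFP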
FN deposit inh = fibronectin deposition inhibition. AID 743247. 350,000 tested, 0.086% active. inhibition, % at 12.6 µM. AH1F fibroblasts, Alexa488-fibronectin deposition fluorescence, overnight;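 active means mean inhibition across replicates of 30% or more, regardless of how many single replicates reach that level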;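 further: positive control wells lacked labelled fibronectin entirely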
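test system = AH1F fibroblasts assembling fluorescent fibronectin matrix | quantity = 10000 AH1F cells per well | buffer or medium = DMEM plus 2% serum, read in PBS | doses = single dose, pinned | incubation = 1 h cell attachment, overnight exposure to compound and label | detection = fluorescence at 485 nm excitation, 525 nm emission | read-out basis = inhibition from reduced deposited-fibronectin fluorescence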
E-selectin induc = E-selectin induction on HUVECs; P16581; HUVEC E-selectin immunofluorescence imaging; normalized: neutral wells 0, TNF-alpha wells 100; activation, % at 7.58 µM; 260,000 tested, 0.37% active;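 active means mean E-selectin-positive cell signal at least 10% of the positive control, reached in at least 60% of replicates, without over 20% cell loss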;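 further: in these data hits start at about 27%; measured in HUVEC primary endothelial cells; signal is the percent of cells scored E-selectin positive by PE staining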
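System: HUVEC / Compound: single concentration / Signal: immunofluorescence imaging / Read-out: percent E-selectin-positive cells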
RAD52 anneal inh = RAD52 (human) annealing inhibition; P43351; recombinant RAD52 DNA annealing, FRET fluorescence; inhibition, % at 18.7 µM; 360,000 tested, 0.46% active; AID 651710;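 active means every replicate showing at least 50% inhibition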
EWS-Fli inh = EWS/Fli transcriptional activity inhibition; A673 NR0B1-luciferase reporter, viability-normalised; inhibition, % at 12.6 µM; 350,000 tested, 0.67% active;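 active means mean inhibition of at least 50% after viability correction, with every replicate also passing that limit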;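 further: firefly luciferase signal divided by Alamar Blue viability fluorescence both relative to DMSO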
* hit, by the source's call; x = no result given; & = joins results of further samples.

SMILES	Xi reactivation	RAD54 inh	esBAF inh	S100A4 inh HTS	FN deposit inh	E-selectin induc	RAD52 anneal inh	EWS-Fli inh
N#C[C@H]1[C@@H](c2ccc(C#Cc3cccc(F)c3)cc2)[C@H](CO)N1C(=O)C1CCC1	0.1	0	1	-11	7	0.3	17	-2
Cc1cc(NC(=O)CCC(=O)N(CC(=O)NC2CCCC2)c2ccc(C)c(F)c2)no1	0.3	4	-9	-1	-2	0.1	-12	1
O=C(c1ccc2c(c1)OCO2)C1CCCN(C(=O)c2cnn(Cc3ccccc3)c2)C1 (configuration not stated)	-0.2	3	8	3	1	0.1	-1	-26
C=CCOc1ccc(/C=C2\SC(=S)N(NS(=O)(=O)c3ccccc3)C2=O)cc1	0.0	x	0	1	-1	x	-20	6
O=C(NCCc1ccc(OC(F)F)cc1)C1CC(=O)N(c2ccc3c(c2)OCCO3)C1 (configuration not stated)	0.2	9	7	-1	1	0.5	-7	1
O=C(C[C@@H]1CC[C@@H]2[C@H](COC[C@@H](O)CN2Cc2cccc(Cl)c2)O1)N1CCCCC1	-0.1	7	2	6	-17	0.0	-1	3
N#Cc1ccccc1COC(=O)c1cccc(S(=O)(=O)N2CCCC2)c1	0.4	4	-4	-3	-2	3.1	-9	4
CC(C)CC(O)C1CCN(C(=O)CCc2nnc(-c3ccccc3)o2)CC1 (configuration not stated)	0.1	x	x	-2	-1	8.2	6	-11
Cc1[nH]nc2c1C(c1ccccc1)N(Cc1ccccc1)C2=O (configuration not stated)	-0.2	x	x	-2	-12	1.3	-16	-21
COc1cccc(C(=O)Nc2ccc3c(c2)C(=O)N(C)[C@H]2CC[C@@H](CC(=O)N[C@@H](C)c4ccccc4)O[C@H]2CO3)c1	0.1	-4	-1	-6	12	1.9	-5	-5
Cc1cccc(NC(=O)COc2coc(CN3CCc4ccccc4C3)cc2=O)c1	0.7	-4	-1	14	5	x	-12	3
Oc1c(C(c2ccc(F)cc2)N2CCc3ccccc3C2)sc2ncnn12 (configuration not stated)	0.0	3	-6	2	-4	2.0	-10	-1
CC1Cc2ccccc2N1C(=O)CSc1nn2c(=O)c(C(C)(C)C)nnc2s1 (configuration not stated)	0.0	x	x	3	-12	0.9	-5	13
O=C(COc1cc2oc(=O)c3c(c2cc1Cl)CCC3)Nc1cccnc1	0.0	-2	8	-7	2	x	-22	x
O=C(c1ccncc1)N1CC(=O)N2[C@H](CO)[C@@H](c3ccc(-c4ccccc4F)cc3)[C@@H]2C1	0.4	x	x	-12	x	0.6	5	-8
O=C(C[C@@H]1C/C=C/CC[C@@H](Cc2ccc(F)cc2)C(=O)OC[C@H](Cc2ccccc2)NC1=O)N[C@H](CO)Cc1ccccc1	0.1	1	-2	53	-7	1.0	-16	-7
Cc1[nH]c2ccccc2c1/C=N/NC(=O)Cc1cccs1	0.1	4	x	x	0	-0.3	x	x
Cc1cc(=O)n2c3ccccc3n(CC(O)CN3CCOCC3)c2c1C#N (configuration not stated)	0.1	0	-2	-4	-5	2.0	11	8
O=C(Cc1ccncc1)NCC[C@H]1CC[C@@H](NC(=O)C2CC2)[C@@H](CO)O1	0.1	-6	-3	-1	-7	-0.4	-50	-2
Cc1ccc(-n2nc(-c3ccco3)cc2C(=O)O)cc1	0.1	x	x	12	0	x	-47	-4
FC(F)(F)c1nc2ccccc2c2nc3ccccc3n12	0.2	x	x	5	-14	x	-16	-6
CO[C@@H]1CC[C@@H]2CCOc3c(C#N)cccc3C(=O)N(C)C[C@@H](OC)[C@H](C)C(=O)N(C)C[C@@H]1O2	0.6	-7	2	10	1	0.0	-7	14
CCOC(=O)C1(Cc2cccc(OC)c2)CCN(Cc2cccc(OC)c2OC)CC1	0.7	x	x	-4	-7	x	-30	13
N/N=C(\c1ccccc1)C12CN3CN(CN(C3)C1)C2	0.3	x	x	4	-5	x	13	-3
Cc1cc(S(=O)(=O)N2CCN(CC(=O)NC(C)(C#N)C3CC3)CC2)ccc1Br (configuration not stated)	0.2	-5	-5	9	6	x	-9	-8
C=CCC1(CC=C)CCCN1C(=O)c1cc(COc2ccc(F)c(F)c2)on1	0.0	12	-7	6	1	x	-7	x
O=C(C[C@@H]1C=C[C@@H](NC(=O)CC2CC2)[C@H](CO)O1)NCC(F)(F)F	0.3	3	4	-3	2	-0.3	6	x
CC(C(=O)NCCCc1ccccc1)n1cccc1C(=O)c1ccccc1 (configuration not stated)	0.0	-2	-4	-7	2	x	-23	0
CCc1c(C(=O)NNC(=S)Nc2ccc(S(=O)(=O)Nc3ncccn3)cc2)csc1C	0.0	-1	0	-35	x	0.0	3	-3
CC(=O)Nc1ccccc1NC(=O)C/C(C)=N/NC(=O)c1ccccn1	0.0	x	x	-2	-6	x	-2	-13
CCCC(=O)Nc1c(C(=O)OCC)oc2ccccc12	0.1	3	-3	-6	-17	3.2	-10	-3
Cc1cccc(C)c1-n1nnnc1C(C)(C)N1CCN(N=O)CC1	0.0	x	x	-16	1	0.1	-3	6
CCCNC(=O)[C@@H]1[C@@H](CO)[C@@H]2Cn3c(ccc(-c4ccc(F)cc4)c3=O)[C@@H]2N1CCC	0.4	-4	3	4	x	-0.2	3	13
Cc1ccc(S(=O)(=O)NN=Cc2c(O)ccc3ccccc23)cc1	0.0	-8	12	-1	x	-0.3	-109	4
Cc1c(C)n2c(SCC(=O)NC3CCCC3)nnc2[nH]c1=O	-0.2	x	-2	2	2	-3.2	-8	2
COc1ccc(-c2csc(NC(=S)NC(=O)c3cc4ccccc4o3)n2)cc1Br	0.0	-11	14	38	3	x	-11	x
CN(C)C(=O)C[C@@H]1CC[C@H]2[C@@H](COC[C@@H](O)CN2C(=O)C2CCOCC2)O1	0.0	7	-3	-73	-4	-0.2	x	2
O=C(C1CCCCC1)N1C[C@H]2[C@@H](c3ccccc31)[C@@H](CO)N2C(=O)c1ccccc1F	0.1	-5	3	-5	x	-0.5	-5	-10
C#CCNC(=O)C1=C[C@@H](c2ccccc2)C[C@@H](OCc2ccc(CO)cc2)O1	-0.1	5&-5	0	6&-2	-9	0.2	2&-6	17&-5
CC(C)CC1(C2CCCC2)NC(=O)NC1=O (configuration not stated)	0.2	-1	-2	7	-10	0.0	-2	-4
CCc1cc(=O)oc2cc(OCC(=O)N(CC)CC)c(Cl)cc12	0.0	1	7	0	18	0.1	6	-5
COc1ccc(OC)c(NC(=O)C(=O)N/N=C(\C)CC(=O)Nc2ccc(Cl)cn2)c1	0.0	9	8	-3	4	x	-11	-6
O=C(O)C[C@H]1C[C@H]2c3cc(NC(=O)NC4CCCC4)ccc3O[C@H]2[C@H](CO)O1	0.0	-18	2	23	-1	0.1	-8	1
COc1ccc(NC(=O)CCc2nnc3ccc(N4CCC(C)CC4)nn23)cc1	0.1	1	-1	-7	-2	0.0	-12	x
CCOC(=O)C1CCN(C(=O)CNC(=O)c2nn(-c3ccc(OC)c(OC)c3)c(=O)c3ccccc23)CC1	0.1	7	19	-2	7	x	-5	-15
CNC[C@H]1Oc2ccc(NC(=O)Nc3ccc4c(c3)OCO4)cc2CC(=O)N([C@@H](C)CO)C[C@@H]1C	-1.1	-1	-2	-5	7	x	5	-4
COc1cc2c(cc1OC)C(C)N(CC(=O)Nc1ccc(S(=O)(=O)N3CCCC3)cc1)CC2 (configuration not stated)	0.0	x	0	4	5	5.9	-26	10
CC(=O)Nc1ccccc1/C=C/c1ccc2c(C)ccc(O)c2n1	2.0	x	x	-1	11	-0.5	-9	3
O=C(O)c1ccc2cccnc2c1O	-0.1	3	-6	-15	-3	4.2	-3	5
CC(OC(=O)CN1C(=O)c2ccccc2C1=O)C(=O)NC1CCCCC1 (configuration not stated)	0.1	3	-10	0	4	0.1	-9	3
O=C1/C(=C/c2ccncc2)SC(=S)N1Nc1ccccc1	-0.1	-2	x	-5	-3	0.1	-16	21
O=C(O)c1cc(S(=O)(=O)N2CCCCC2)sc1Cl	0.0	x	x	-8	1	x	-9	1
Cc1ccc(NC(=O)C(C)OC(=O)c2nc(Cl)ccc2Cl)cc1S(=O)(=O)N1CCOCC1 (configuration not stated)	0.2	1	5	-2	x	1.3	-30	7
CO[C@H]1CC[C@@H]2CCOc3c(C#N)cccc3C(=O)N(C)C[C@@H](c3ccccc3)CC(=O)N(C)C[C@H]1O2	0.0	1	3	4	-4	0.1	8	2
O=S(=O)(c1cccs1)N1CCC(CO)(Cc2ccc(Cl)cc2)CC1	0.4	x	x	-2	-4	-0.1	-9	14
O=C(COc1ccc(S(=O)(=O)N2CCCC2)cc1)N1CCCCC1	0.0	-4	-7	-5	3	0.4	-1	-10

Screens (PubChem)
